POLH inh: qHTS for Inhibitors of Polymerase Eta; recombinant Pol eta, fluorescent DNA replication assay; DNA polymerase eta (Homo sapiens), Q9Y253; 390,000 compounds, 1.2% hits; AID 588591, 2011; Potency, µM (series often up to 114 µM), for inactives: at the highest dose activity change, negative = inhibition, usual class: inhibitors; note: potency is the fitted concentration of half-maximal effect; % is set by controls: 0 for no effect and ±100 for the full control effect
Target sequence (Q9Y253 whole entry, looked up): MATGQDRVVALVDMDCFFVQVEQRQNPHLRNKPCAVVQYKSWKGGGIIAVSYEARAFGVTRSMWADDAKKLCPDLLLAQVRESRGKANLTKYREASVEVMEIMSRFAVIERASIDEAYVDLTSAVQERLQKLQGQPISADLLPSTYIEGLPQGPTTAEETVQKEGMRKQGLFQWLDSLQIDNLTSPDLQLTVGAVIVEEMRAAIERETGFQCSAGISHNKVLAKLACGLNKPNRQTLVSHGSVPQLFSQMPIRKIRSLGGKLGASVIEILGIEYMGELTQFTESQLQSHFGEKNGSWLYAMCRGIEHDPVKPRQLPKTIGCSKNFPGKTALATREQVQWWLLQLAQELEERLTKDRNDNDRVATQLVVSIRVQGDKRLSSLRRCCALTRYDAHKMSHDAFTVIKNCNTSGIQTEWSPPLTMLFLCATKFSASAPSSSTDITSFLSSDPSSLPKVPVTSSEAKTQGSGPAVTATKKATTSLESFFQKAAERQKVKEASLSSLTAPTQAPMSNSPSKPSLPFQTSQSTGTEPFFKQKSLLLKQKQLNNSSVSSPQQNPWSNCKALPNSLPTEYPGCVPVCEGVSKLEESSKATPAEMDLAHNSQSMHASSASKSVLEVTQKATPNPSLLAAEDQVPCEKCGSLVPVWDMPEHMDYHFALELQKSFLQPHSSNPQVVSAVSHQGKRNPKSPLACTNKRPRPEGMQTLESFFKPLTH
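Pol eta (10 nM) was preincubated with compounds for 15 min at room temperature, after which fluorescent replication substrate (50 nM final) was added to start the reaction. Fluorescence was read kinetically at 0 and 10 min.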
GLS inh: qHTS for Inhibitors of Glutaminase (GLS) | Glutaminase kidney isoform, mitochondrial (Homo sapiens), O94925 | GLS enzymatic activity, qHTS titration | Potency, µM (doses to about 45.5 µM), for the others: at the top dose activity change, negative = inhibition, hits mostly inhibitors | 410,000 compounds, 0.21% hits; note: potency is the fitted concentration of half-maximal effect; % is set by controls: 0 for no effect and ±100 for the full control effect
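hKGA; 45 mM KH2PO4 pH 8.2 + 0.02% Tween-20; cpd via pin tool; 1 mM Gln soln; GluOx/HRP/Amplex Red; RT 30 min; fluor. t0 & final.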
G9a block: qHTS Assay for Inhibitors of Histone Lysine Methyltransferase G9a | Histone-lysine N-methyltransferase EHMT2 (Homo sapiens), Q96KQ7 | G9a H3K9 monomethylation, AlphaScreen, 2 h | Potency, µM (doses to about 102 µM), for inactives: at the top dose activity, negative = inhibition, actives largely listed as inhibitors | 350,000 compounds, 8.8% hits | AID 504332, 2011; note: potency is the fitted concentration of half-maximal effect; % is set by controls: 0 for no effect and ±100 for the full control effect; nearly all actives have a fitted effect of over 75% in size
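Using a bead-based AlphaScreen, monomethylated H3K9 product from 2 h room-temperature reactions (G9a 20 nM, peptide 500 nM, SAM 20 uM) was detected with 0.5 ug/mL rabbit anti-H3K9me1 antibody.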
BAZ2B block: qHTS Assay for Inhibitors of BAZ2B | AlphaScreen BAZ2B-H3K14Ac peptide displacement | Potency, µM (doses to about 114 µM), inactives show at the top dose activity change, negative = inhibition, actives largely listed as inhibitors | 360,000 compounds, 4.4% hits | AID 504333, 2011; note: potency is the fitted concentration of half-maximal effect; % is set by controls: 0 for no effect and ±100 for the full control effect; nearly all actives have a fitted effect of over 60% in size
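BAZ2B 50 nM plus b-H3(5-23)K14Ac 50 nM, PBS pH 7.4/0.01% Tween-20, 30 min RT; compound added (max 110 uM), 30 min RT; streptavidin donor/Ni-chelate acceptor beads 10 ug/mL final, 20 min dark; AlphaScreen read.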
HP1b chromo inh: HTS for Inhibitors of HP1-beta Chromodomain Interactions with Methylated Histone Tails; Chromobox protein homolog 1 (Homo sapiens), P83916; AlphaScreen HP1-beta / biotin-H3K9me3 peptide binding; Potency, µM (top dose mostly 114 µM), for the others: at the top dose activity change, negative = inhibition, actives largely listed as inhibitors; 390,000 compounds, 0.56% hits; AID 540317, 2011; note: potency is the fitted concentration of half-maximal effect; nearly all actives have a fitted effect of over 70% in size; inactives centre near 23
Target sequence (P83916 whole entry, looked up): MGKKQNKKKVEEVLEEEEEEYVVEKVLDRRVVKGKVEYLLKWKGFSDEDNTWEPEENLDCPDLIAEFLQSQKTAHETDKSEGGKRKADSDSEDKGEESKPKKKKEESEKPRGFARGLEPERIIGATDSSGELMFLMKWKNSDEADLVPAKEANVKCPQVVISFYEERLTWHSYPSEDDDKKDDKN
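HP1-beta protein (50 nM final) preincubated 30 min at room temperature with biotinylated H3(1-18)K9me3 peptide (50 nM) in PBS pH 7.4, 0.01% Tween-20, then compound added for 30 min. AlphaScreen streptavidin donor/nickel chelate acceptor beads (10 ug/mL final), 30 min dark, luminescence read.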
Pin1 inhibitor: qHTS Assay to Find Inhibitors of Pin1 | Peptidyl-prolyl cis-trans isomerase NIMA-interacting 1 (Homo sapiens), Q13526 | Pin1 FP peptide displacement, HiFluor488, 10 min | Potency, µM (series often up to 115 µM), inactives show top-dose activity, negative = inhibition, most hits filed as inhibitors | 390,000 compounds, 0.009% hits | AID 504891, 2011; active = well fitted inhibition curve with a large enough effect in the polarisation, with a control signal flat, not every such curve was filed as active; inconclusive = small, poorly fitted or top-dose-only effect, or effect the other way, or a change in a side signal; inactive = no such curve, though single readings can be large or run the other way; the % refers to the polarisation; note: potency is the fitted concentration of half-maximal effect; % is set by controls: 0 for no effect and ±100 for the full control effect
Target sequence (Q13526 whole entry, looked up): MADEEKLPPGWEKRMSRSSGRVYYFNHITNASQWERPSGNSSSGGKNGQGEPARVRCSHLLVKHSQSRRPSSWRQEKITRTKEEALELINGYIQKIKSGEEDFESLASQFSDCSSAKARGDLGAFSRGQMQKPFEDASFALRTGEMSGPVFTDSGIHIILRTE
Tb PGK inh: qHTS Assay to Find Inhibitors of Phosphoglycerate Kinase; Phosphoglycerate kinase, glycosomal (Trypanosoma brucei brucei), P07378; PGK/GAPDH coupled, Kinase-Glo luminescence, 60 min; Potency, µM (doses to about 57.5 µM), inactives show at the highest dose activity change, negative = inhibition, usual class: inhibitors; 380,000 compounds, 0.043% hits; AID 602233, 2012; note: potency is the fitted concentration of half-maximal effect; % is set by controls: 0 for no effect and ±100 for the full control effect; nearly all actives have a fitted effect of over 60% in size
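Luminescent ATP detection (Kinase-Glo Plus) follows a 60-minute room-temperature incubation, with wells lacking PGK as controls. Buffer: 100 mM TEA (pH 7.6), 5 mM MgCl2, 0.01% Tween-20. Coupling enzyme GAPDH (100 nM final) supplies unstable 1,3-BPG in-well.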
PI4K2A block: qHTS for small molecular inhibitors of PI4K2A | Phosphatidylinositol 4-kinase type 2-alpha (Homo sapiens), Q9BTU6 | purified PI4K2A, ADP-Glo luminescence, 1 h; active compounds read low | activity change, negative = inhibition, % at 76.9 µM | 420,000 compounds, 0.13% hits; in the data active = activity change below about -50%; inconclusive = mostly about -30% to -49%;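 note: -100% = wells without enzyme as full effect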
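Compounds are screened against recombinant PI4K2A using PI as substrate and ATP, the latter dispensed at 300 microM. Reactions run one hour at ambient temperature before ADP-Glo detection; full inhibition defined by wells lacking enzyme.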
JMJD2A Tudor: qHTS Assay for Inhibitors of JMJD2A-Tudor Domain; Lysine-specific demethylase 4A (Homo sapiens), O75164; AlphaScreen JMJD2A-Tudor / H3K4me3 peptide binding; Potency, µM (top dose mostly 114 µM), without a hit: at the top dose activity change, negative = inhibition, usual class: inhibitors; 390,000 compounds, 4.4% hits; AID 504339, 2011; note: potency is the fitted concentration of half-maximal effect; % is set by controls: 0 for no effect and ±100 for the full control effect; nearly all actives have a fitted effect of over 50% in size
The depositor's hits bear a star; i = inactive; ? = inconclusive; · = no result given; [ ] = dose if it differs, or a comment. Unless noted, calls come from the whole dose curve; as a rule, active = well fitted curve in the direction sought with a large enough effect; inconclusive = small, poorly fitted or top-dose-only effect, or another doubt; inactive = no such curve, though single readings can be large; an effect the other way counts as inactive or inconclusive. Not all compounds are listed, so the mix of outcomes need not match the whole.

Order of results: POLH inh	GLS inh	G9a block	BAZ2B block	HP1b chromo inh	Pin1 inhibitor	Tb PGK inh	PI4K2A block	JMJD2A Tudor
Cc1cc(C)nc(SCC(=O)Nc2ccc(S(=O)(=O)Nc3ncccn3)cc2)n1
→ -12%	-3%	·	-15%	24%	3%	-11%	-1	3%
OC(COCc1ccccc1)CN1CCCCC1 (centres undefined)
→ -6%	3%	1%[59 µM]	-2%	15%[57 µM]	-1%	5%	2	-6%
CC1CCCN(Cc2nc3c(c(=O)n(C)c(=O)n3C)n2CC(N)=O)C1 (centres undefined)
→ -11%	-3%	?	3%	12%	-5%	0%	4	-6%
Cc1cccc(C(=O)Nc2ccc(N3CCC(N4CCCCC4)CC3)c(C(=O)O)c2)c1
→ -8%	0%	-32%[59 µM]	-14%	19%	-2%	?	-7	-20%
COc1ccccc1S(=O)(=O)N1CCN(S(=O)(=O)c2cccs2)CC1
→ -3%	-1%	17%[59 µM]	10%	7%	-1%	-5%	-2	-7%
CC(=O)NC12CC3CC(C1)CC(C(=O)N1CCN(S(=O)(=O)c4cccc(F)c4)CC1)(C3)C2
→ -3%	7%	75%[activator]	-2%	15%	-2%	10%	0	-9%
Cc1ccc(-c2cn(-c3ccccc3)c(SCC(N)=O)n2)cc1C
→ -16%	-2%	?	50µM*	-22%	2%	-4%	-2	?
CCOC(=O)C1CCN(S(=O)(=O)c2ccc(-c3ccccn3)s2)CC1
→ -15%	-7%	16%	4%	37%	-2%	-4%	9	8%
O=S(=O)(/N=C(\c1ccc(Cl)cc1)N1CCOCC1)c1ccccc1
→ -2%	0%	-1%[59 µM]	1%	35%[activator]	-3%	3%	5	-3%
O=c1[nH]c(SCc2c(F)cccc2Cl)nc2c1CCC2
→ ·	5%	-4%[59 µM]	-10%	21%	-15%	·	-6	-22%

Order of results: POLH inh	GLS inh	G9a block	BAZ2B block	HP1b chromo inh	Pin1 inhibitor	Tb PGK inh	PI4K2A block	JMJD2A Tudor
CCN(Cc1ccccc1)C(=O)Cn1c(=O)n(-c2ccc(Cl)c(Cl)c2)c(=O)c2c(C)c(C(=O)N(C)C)sc21
→ -7%	-7%	4%[59 µM]	?	-11%	10%	-6%	1	-28%
Cn1c(-c2nonc2N)nc2ccccc21
→ -4%	-5%	40µM*	-27%	46%[activator]	1%	-2%	0	9%
COc1ccccc1CNC(=O)CSc1n[nH]c(N)n1
→ -8%	11%	-4%	8%	-2%	0%	-2%	5	-18%
CCOc1ccc(NC(=O)COc2ccc(S(=O)(=O)N3CCCC3)cc2)cc1
→ -15%	-6%	19%	-4%	11%	-3%	-1%	2	-13%
O=C1c2ccccc2C(=O)c2c1cccc2N1CCCC1
→ -20%	6%	4µM*	5µM*	?	-18%	-3%	-16	5µM*
Cc1ccc(C)c(NC(=O)CS(=O)(=O)c2cccc3nsnc23)c1
→ 13%	?	-1%	·	66%[activator]	-1%	-6%	-12	-4%[11.4 µM]
COc1ccccc1-c1nnc(NC(C)=O)s1
→ 1%	8%	-37%	13%	22%	5%	-7%	-2	-19%
Cc1cc(SCCOc2ccccc2)nc(N)n1
→ -15%	-4%	3%[59 µM]	15%[57.1 µM]	51%[activator]	0%	-6%	6	-2%
NNC(=O)CNc1cccc(Br)c1
→ -1%	22%	29%[12.7 µM]	-17%	25%	-6%	-6%	0	-15%
Cc1ccc(S(=O)(=O)N2CCC(C)CC2)cc1
→ -4%	-2%	11%	-2%	40%[activator]	-6%	-3%	4	0%

Order of results: POLH inh	GLS inh	G9a block	BAZ2B block	HP1b chromo inh	Pin1 inhibitor	Tb PGK inh	PI4K2A block	JMJD2A Tudor
CC(O)c1ccc2c(c1)OCCOCCN(C)CCOCCO2 (centres undefined)
→ -11%	1%	2%[59 µM]	·	28%	-9%	-3%	-5	-7%
COCCNC(=O)CSc1ccc(Cl)cc1
→ -14%	-7%	0%[59 µM]	-17%	43%[activator]	2%	-9%	-2	10%
Cc1cc(Cl)ccc1Oc1nccc(N(C)C)c1C#N
→ -11%	9%	21%[2.33 µM]	-6%	39%	5%	-1%	0	6%
COC(=O)c1nc[nH]c1[N+](=O)[O-]
→ -10%	-14%	·	·	14%	-10%	1%	1	-8%
C#CCOCCOCCOCCNc1nc(N2CCN(C(=O)C([C@@H](C)CC)n3cc(C(N)Cc4ccc(O)cc4)nn3)CC2)nc(N2CCN(C(=O)[C@H](CCC(=O)O)n3cc(C(N)CC(C)C)nn3)CC2)n1 (some centres undefined)
→ -3%	19%	?	50µM*	53%[activator]	-2%	-2%	-2	56µM*
COCCn1c(N)c(C(=O)NS(=O)(=O)c2ccc(C)cc2)c(=O)[nH]c1=O
→ -3%	17%	-4%	7%	26%	2%	-2%	1	-20%
COc1ccc(C(=O)Nn2c(C)nc3ccccc3c2=O)cc1
→ 3%	0%	21%	0%	41%[activator]	0%	·	-1	-1%
COc1cc(C2C3=C(CCCC3=O)Nc3[nH]n(-c4ccccc4)c(=O)c32)ccc1OC(C)=O (centres undefined)
→ -20%	0%	45µM*	?	15%	-9%	i	6	-27%
CCCCN(CC)CCNC(=O)c1cc2c(=O)n(C)c3ccccc3c2n1C
→ -11%	9%	-15%	1%	38%	-1%	0%	18	-13%
CC(C)CCn1c(=O)c2cccnc2n(CC(=O)Nc2ccc(F)cc2)c1=O
→ -10%	-16%	4%[59 µM]	-1%	43%[activator]	9%	-1%	7	-4%

Order of results: POLH inh	GLS inh	G9a block	BAZ2B block	HP1b chromo inh	Pin1 inhibitor	Tb PGK inh	PI4K2A block	JMJD2A Tudor
COc1ccc(-c2cc(C(F)(F)F)n3ncc(C(=O)N(C)Cc4ccccc4)c3n2)cc1
→ -18%	-13%	52%[activator]	14%	109%[activator]	7%	-8%	4	37%[activator]
COc1ccc(C(=O)NCc2ccc3c(c2)cc(C)n3C)cc1OC
→ -11%	4%	?	?	-4%	5%	-10%	-4	-32%
O=C1[C@@H]2CSC(c3ccc(F)cc3)N2C(=O)N1c1ccc(Cl)cc1 (some centres undefined)
→ -12%	-12%	34%[activator][59 µM]	9%	77%[activator]	1%	-1%	6	35%
CC(C)C(C(=O)Nc1sc2c(c1C#N)CCCCC2)N1C(=O)c2ccccc2C1=O (centres undefined)
→ -15%	-9%	?	50µM*	11%	1%	-12%	5	-28%
CCCCN1CC(=O)N2[C@H](c3ccc(OC)cc3)[C@@H]3C(=O)N(CC)C(=O)[C@@H]3[C@]2(Cc2ccccc2)C1=O
→ -8%	1%	-8%	-2%	9%	0%	-2%	0	-16%
CCOC(=O)C1(CCOc2ccccc2)CCN(Cc2ccc(OCCO)cc2)CC1
→ -2%	-3%	·	2%	18%	-1%	13%	1	-14%
COCCn1c(SCC(=O)Nc2ccc(C(C)=O)cc2)nc2c([nH]c3ccccc32)c1=O
→ -3%	-4%	22%	-8%	24%	-4%	-8%	2	-13%
CC1CCCc2sc3ncn(N)c(=N)c3c21 (centres undefined)
→ -21%	-2%	9%	?	39%	9%	5%	1	-10%
O=C(Nc1ccccc1)c1ccc(Br)c(S(=O)(=O)Nc2cccnc2)c1
→ -6%	10%	-5%[59 µM]	-8%	18%	-1%	-10%	5	?
Cc1ncc([N+](=O)[O-])n1CCOC(=O)NC(Nc1ccc(F)cc1)C(Cl)(Cl)Cl (centres undefined)
→ -25%	-2%	17%[59 µM]	-8%	46%[activator]	4%	-7%	1	-36%

Order of results: POLH inh	GLS inh	G9a block	BAZ2B block	HP1b chromo inh	Pin1 inhibitor	Tb PGK inh	PI4K2A block	JMJD2A Tudor
CCOC(=O)CNC(=O)Cn1cnc2c(nnn2-c2cccc(Cl)c2)c1=O
→ -12%	-6%	23%[12.7 µM]	7%	42%[activator]	40%[activator]	0%	-4	-10%
CCOC(=O)/C=C/C(=O)Nc1ccc(S(=O)(=O)N2CCCCCC2)cc1
→ -5%	-12%	·	-2%	17%	17%	-4%	-5	-33%
O=C(Cc1nnc(NC(=O)Nc2ccc(F)cc2)s1)Nc1ccccc1
→ -18%	-9%	·	0%	32%	26%	-7%	0	-3%
O=C(NC1CC1)C1=C[C@H](c2ccc(C(F)(F)F)cc2)C[C@H](OCc2ccc(CO)cc2)O1
→ -11%	-7%	?	-8%	44%[activator]	4%	-8%	4	-1%
Cc1c(Cl)cccc1-n1c(SCC(=O)N(C)Cc2ccccc2)nnc1-c1ccncc1
→ -15%	·	-48%	-30%	44%[activator]	-1%	2%	-4	-3%
COc1ccc(C)cc1S(=O)(=O)NCC(c1cccnc1)N1CCc2ccccc2C1 (centres undefined)
→ 5%	5%	?	?	26%	9%	7%	-8	-32%
O=C(CN(Cc1ccc(F)cc1)C(=O)CCC(=O)Nc1ccccn1)NCc1ccco1
→ -17%	-2%	5%[59 µM]	-4%	27%	-10%	-3%	-3	-12%
COc1cc(/C=C(/C#N)c2ccc(F)cc2)ccc1OCc1ccc(C(=O)O)o1
→ -7%	-1%	?	-34%	42%	?	-10%	0	-26%
